Giardia kill: Giardia lamblia killing. Giardia lamblia trophozoite viability. activity change, % at 7.66 µM, hits read low. actives 0.15% (n = 340,000); in the data active = activity change below about -80%; inconclusive = between about -30% and that limit;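 note: parasites exposed to compound for two days anaerobically before the ATP read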
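Each well holds 100 Giardia trophozoites and compound. After two days (48 hrs) at 37 deg C in anaerobic conditions, ATP is quantified by luminescence.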
BCR signal inh: inhibitors of chronic active B-cell receptor signaling | Potency, µM (highest dose often 46.1 µM), for inactives: top-dose ratio change, negative = lower green/red ratio, usual class: inhibitors | ABC-DLBCL IkBa-CBG/CBR reporter, luminescence ratio, 4 h | actives 0.05% (n = 340,000); active = well fitted inhibition curve with a large enough effect in the signal ratio, with a control signal flat, not every such curve was filed as active; inconclusive = small, poorly fitted or top-dose-only effect, or effect the other way, or a change in a side signal; the % refers to the signal ratio;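 note: potency is the fitted concentration of half-maximal effect; plate controls were basal doxycycline-induced cells for no effect and cells given 10 µM MG132 for full effect; MG132 reads +100%, hits lower the ratio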
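TMD8 ABC-DLBCL cells carrying doxycycline-inducible green luciferase fused to IkappaBalpha plus unfused red luciferase were exposed to compounds (up to 46 uM) for 4 hrs at 37C. Activity came from the overlap-corrected green/red luminescence ratio.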
B2AR arrestin: beta2AR (human) beta-arrestin recruitment activity. beta-arrestin recruitment to beta2AR, cell-based reporter. Potency, µM (doses to about 46.1 µM), for inactives: top-dose activation, most hits filed as activators. actives 0.02% (n = 330,000);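 note: potency is the fitted concentration of half-maximal effect; 0% = DMSO controls and full agonism = EC100 isoproterenol or metaproterenol; nearly all actives have a fitted effect of over 65% in size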
USP2a inh: inhibitors of human ubiquitin-specific protease USP2a; actives 0.01% (n = 330,000); Potency, µM (titrated, usually from 38.3 µM), for inactives: top-dose activity change, negative = inhibition, usual class: inhibitors; O75604; USP2 core, Ub-CHOP2 coupled fluorogenic reporter, 485/531;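 note: potency is the fitted concentration of half-maximal effect; plate controls were DMSO wells for no effect and full inhibition by NEM control for full effect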
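Deubiquitinase activity read as fluorescence (485/531 nm) after Ub-CHOP2 cleavage activates the enterokinase reporter on its substrate; USP2 core 10nM, Ub-CHOP2 and substrate 25nM each, 30min compound preincubation then 60min RT; data normalized to NEM, curves fitted.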
hERG WT inh: KCNH2 (human, wildtype) channel inhibition; Q12809; U2OS, BacMam KCNH2, thallium flux FluxOr; active compounds read low; activity change, % at 1.84 µM; actives 0.37% (n = 340,000); AID 720551;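 active = maximum activity change below -70%; inconclusive = maximum activity change between -70% and -50%; inactive = maximum activity change above -50%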
Target sequence (Q12809 whole entry, looked up): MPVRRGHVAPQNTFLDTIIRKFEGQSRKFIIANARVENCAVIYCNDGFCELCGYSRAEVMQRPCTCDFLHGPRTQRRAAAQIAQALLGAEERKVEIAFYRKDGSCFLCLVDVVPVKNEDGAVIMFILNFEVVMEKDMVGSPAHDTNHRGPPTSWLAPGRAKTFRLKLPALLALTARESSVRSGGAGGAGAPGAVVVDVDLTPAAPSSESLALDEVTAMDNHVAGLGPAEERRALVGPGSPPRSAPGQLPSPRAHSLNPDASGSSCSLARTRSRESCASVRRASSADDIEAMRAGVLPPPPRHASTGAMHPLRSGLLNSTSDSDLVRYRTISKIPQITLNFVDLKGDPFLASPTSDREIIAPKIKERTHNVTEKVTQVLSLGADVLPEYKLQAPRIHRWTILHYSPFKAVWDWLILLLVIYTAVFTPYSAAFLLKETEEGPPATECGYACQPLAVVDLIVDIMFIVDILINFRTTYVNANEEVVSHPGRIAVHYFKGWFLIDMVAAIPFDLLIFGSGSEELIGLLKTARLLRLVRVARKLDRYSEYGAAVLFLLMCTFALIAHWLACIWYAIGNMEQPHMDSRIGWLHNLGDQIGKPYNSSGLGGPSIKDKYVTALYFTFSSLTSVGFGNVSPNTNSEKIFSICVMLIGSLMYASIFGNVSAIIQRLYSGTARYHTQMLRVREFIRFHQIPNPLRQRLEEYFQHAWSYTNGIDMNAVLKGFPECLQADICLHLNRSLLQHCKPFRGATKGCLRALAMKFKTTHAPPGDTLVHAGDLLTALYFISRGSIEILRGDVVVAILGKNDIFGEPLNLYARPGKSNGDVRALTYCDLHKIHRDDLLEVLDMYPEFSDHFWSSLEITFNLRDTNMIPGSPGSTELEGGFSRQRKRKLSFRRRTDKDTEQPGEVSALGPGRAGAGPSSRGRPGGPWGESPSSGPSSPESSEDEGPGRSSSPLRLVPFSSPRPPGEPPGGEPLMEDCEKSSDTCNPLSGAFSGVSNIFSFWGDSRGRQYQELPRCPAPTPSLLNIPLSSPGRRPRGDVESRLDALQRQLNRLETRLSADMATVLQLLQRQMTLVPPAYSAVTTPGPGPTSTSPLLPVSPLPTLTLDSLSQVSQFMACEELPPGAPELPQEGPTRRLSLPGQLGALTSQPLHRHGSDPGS
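U2OS cells transduced with wild-type KCNH2 virus are loaded with FluxOr dye for 45 min, and thallium flux is measured in kinetic reads before and after stimulation buffer. Rate constants are normalized to DMSO controls.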
GALK inhibitor: inhibitors of human galactokinase | AID 1868 | Potency, µM (titrated, usually from 57.5 µM), for the others: at the top dose activity change, negative = inhibition, most hits filed as inhibitors | Purified GALK, Kinase-Glo residual ATP luminescence | actives 0.007% (n = 270,000); note: potency is the fitted concentration of half-maximal effect
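5 nM enzyme, 35 uM ATP, 100 uM galactose, 20 mM HEPES pH8.0, 5 mM MgCl2; 1 h RT; residual ATP by Kinase-Glo Plus luminescence, qHTS format.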
KCNH2 3.1 block: blocks the human KCNH2 3.1 channel isoform; AID 720553; U2OS KCNH2 3.1, thallium flux FluxOr; active compounds read low; activity change, % (tested at about 1.8 µM); actives 0.95% (n = 340,000);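 active = maximum activity change below -70%; inconclusive = maximum activity change from -70% to -50%; inactive = maximum activity change above -50%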;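 note: thallium influx rate constant from kinetic fluorescence after stimulation buffer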
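Thallium flux read-out: FluxOr dye with Red40 quencher in HBSS/HEPES, 45 min at RT. Rate constants from kinetic reads were normalized to positive and negative DMSO controls. Cells: U2OS virally expressing the 3.1 isoform.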
PKM2 activator: PKM2 (human) enzyme activation; AID 1631; actives 0.34% (n = 260,000); Potency, µM (titrated, usually from 57.5 µM), for inactives: top-dose activation, actives largely listed as activators; P14618; purified PKM2, Kinase-Glo ATP luminescence, activation; response scale: 0% is enzyme alone, no compound; note: potency is the fitted concentration of half-maximal effect; nearly all actives have a fitted effect of over 55% in size
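hPK-M2, >95% pure; 0.1 mM ADP / 0.5 mM PEP final; imidazole pH7.2 buffer w/ 7 mM MgCl2, 50 mM KCl; 1 h RT; Kinase-Glo lum. Intermediate enzyme activity for dual inhibitor/activator qHTS.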
FBPA coupling cs: counter-screen for Giardia aldolase inhibitors: coupling enzyme system. coupling enzyme system counterscreen, AmpLite Red fluorescence. activity change, negative = inhibition, % at 58.2 µM, hits read low. actives 0.67% (n = 290,000); in the data active = activity change below about -30%
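First, compound is pin-transferred into glyceraldehyde-3-phosphate coupling-enzyme reagent at 57.5 uM final and held 10 min at RT. Next, substrate, coupling system and AmpLite Red are added. After 20 min RT, fluorescence (525/598 nm) is read.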
Eya2 phos inh: Eya2 (human) phosphatase inhibition. O00167. recombinant Eya2, OMFP fluorescence dephosphorylation (OMFP is methylfluorescein phosphate). Potency, µM (series often up to 76.9 µM), for inactives: at the highest dose activity, negative = inhibition, hits mostly inhibitors. actives 0.006% (n = 330,000). AID 488837; note: potency is the fitted concentration of half-maximal effect
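Eya2 (0.2 uM) preincubated 10 min at ambient with compound, then OMFP substrate added at 50 uM; 10 min reaction in 50 mM HEPES pH 7.5, 50 mM NaCl, 5 uM MgCl2, 0.05% BSA, 1 mM DTT. Fluorescence read at Ex 485/Em 525 nm.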
uPA surface inh: cell surface uPA generation inhibition; Potency, µM (titrated, usually from 38.3 µM), inactives show at the top dose activity change, negative = inhibition, hits mostly inhibitors; actives 0.31% (n = 330,000); AID 540303; cell surface uPA generation assay, qHTS; active = well fitted inhibition curve with a large enough effect; inconclusive = small, poorly fitted or top-dose-only effect; inactive = no such curve, though single readings can be large or run the other way; tested in mouse RAW 264.7 cells; note: potency is the fitted concentration of half-maximal effect; nearly all actives have a fitted effect of over 55% in size
* hit, by the source's call; u = inconclusive; x = not tested or not shown; [ ] = remark or other dose. Unless noted, calls come from the whole dose curve; as a rule, active = well fitted curve in the direction sought with a large enough effect; inconclusive = small, poorly fitted or top-dose-only effect, or another doubt; inactive = no such curve, though single readings can be large; an effect the other way counts as inactive or inconclusive. Unless noted, % is set by controls: 0 for no effect and ±100 for the full control effect. Compounds were not picked by outcome; 2.4% or so of the library scored in one or more.

Below each SMILES: Giardia kill	hERG WT inh	PKM2 activator	Eya2 phos inh	USP2a inh	GALK inhibitor	B2AR arrestin	uPA surface inh	FBPA coupling cs	BCR signal inh	KCNH2 3.1 block
- CCc1ccccc1NC(=S)N(Cc1ccc(C(=O)O)cc1)Cc1ccc(OC)c(OC)c1
→ -5	-20	-6%	-3%	-4%	2%	-0.1%	4%	2	0%	8
- O=C(N/N=C/c1ccc(OCC(=O)N2CCOCC2)cc1)c1ccccc1Cl
→ -21	-3	-1%	15%	0%	2%	0.2%	-2%	3	u	0
- CCOc1ccc(NC(=O)CSc2ccccc2N)cc1
→ -2	-4	-7%	-4%	3%	0%	0.5%	2%	-2	2%	7
- NC(=O)c1snnc1-c1ccccc1
→ -13	0	-5%	10%	2%	1%	0.1%	7%	1	8%	-11
- CC(OC(=O)c1cc2ccccc2o1)C(=O)Nc1ccc(N2CCOCC2)cc1 (stereo not given)
→ u	-6	x	6%	1%	x	-0.4%	2%	x	2%	8
- CCCCCCCSc1nnc(-c2ccccc2N)c(=O)[nH]1
→ -5	-3	0%	-1%	1%	-2%	0.2%	-15%	10	10%	33
- Cc1nc2ccc(NC(=O)N(C(C)C)C(C)C)cc2s1
→ 1	-4	-6%	-8%	-1%	1%	-0.3%	1%	6	1%	-12
- O=C(NCCN1C(=O)S/C(=C/c2cccnc2)C1=O)c1cccs1
→ 1	-3	x	-6%	3%	x	-1.6%	-30%	x	-12%	-5
- Cc1cccc(C(=O)N2CCN(S(=O)(=O)c3ccc4c(c3)OCCCO4)CC2)c1[N+](=O)[O-]
→ 14	-8	-1%	-18%	2%	2%	-0.5%	-16%	x	-7%	0
- CCOCCCNC(=O)C1(O)c2cc(Br)ccc2NC(=O)N1c1ccc(C)c(C)c1 (stereo not given)
→ -13	-4	x	6%	6%	-3%	-0.2%	3%	1	-3%	16
- C[C@]12c3[nH]c4ccc(Cl)cc4c3CCN1C(=O)[C@@H](CC(=O)NCCC1=CCCCC1)C[C@@H]2C(=O)N1CCCCC1
→ -8	-24	x	7%	4%	x	-2.5%	0%	x	u	2
- COc1ccc(CC(=O)N2CCN(C(=O)Cc3ccc(OC)cc3)CC2)cc1
→ 3	0	3%	-19%	4%	-1%	0.2%	3%	0	1%	-13
- CCCOc1ccc(CNC(=O)CCC(=O)n2ncc3cc(C)ccc32)cc1
→ -6	-4	3%	u	0%	x	-0.7%	10%	2	u	-7
- Cc1nn(-c2ccccc2)c(C)c1C(=O)NCCc1ccccc1
→ 29	0	x	10%	0%	6%	0.1%	-1%	4	9%	3
- CCOc1ccc(N2C(=O)CC(Sc3nc(C)cc(C)n3)C2=O)cc1 (stereo not given)
→ 6	15	-2%	2%	5%	5%	-0.3%	9%	2	-8%	-5
- COc1ccc(CN(C)C(=O)c2ccc3ccccc3n2)cc1F
→ -7	-1	x	24%	1%	-2%	-0.3%	-4%	3	u	-21
- CNC(=S)Nc1ccc(N2CCN(c3ccc(C(F)(F)F)cn3)CC2)nc1
→ 13	5	-11%	8%	-6%	2%	0.0%	2%	0	0%	8
- CN(C)c1ccc(/C=N/NC(N)=S)cc1[N+](=O)[O-]
→ u	-13	-2%	-20%	16%	-1%	0.0%	-5%	4	-11%	-7
- Cc1ccc(-c2ccc(=O)n(CC(=O)NCCN(CC(C)C)CC(C)C)n2)cc1
→ 1	21	x	11%	-1%	x	0.2%	2%	1	4%	-3
- Cc1cccc(C(=O)NNC(=O)c2cccc([N+](=O)[O-])c2)c1
→ -21	7	3%	-4%	2%	1%	0.0%	2%	1	u	-1
- C/C(CC(=O)Nc1ccc2c(c1)OCCO2)=N\NC(=O)c1ccc([N+](=O)[O-])cc1Cl
→ -2	3	0%	13%	-13%	14%	0.3%	-1%	-3	-2%	-2
- O=C(Cn1c2ccccc2c2nc3n(c(=O)c21)CCCS3)Nc1ccccc1
→ 3	-5	x	-3%	2%	0%	0.5%	-15%	x	1%	-23
- CC(C)CNS(=O)(=O)c1ccc(NC(=O)Cn2nc(-c3ccc(F)cc3)ccc2=O)cc1
→ 11	11	-9%	3%	-5%	-4%	-0.1%	2%	0	-1%	5
- COc1ccc(CCC(=O)OCC(=O)Nc2c(C)nn(-c3ccccc3)c2C)cc1
→ -13	-5	x	6%	1%	x	-2.0%	2%	x	u	30
- O=C(O)c1cccc(NC(=O)C23CC4CC(C2)CC(n2cnc(Cl)n2)(C4)C3)c1
→ -10	19	2%	-6%	1%	1%	0.3%	-1%	2	6%	2
- CCN1CCN(c2nc3c(C)cccn3c(=O)c2/C=C(\C#N)S(=O)(=O)c2ccccc2)CC1
→ -17	-12	0%	5%	2%	-1%	3.3%	2%	-1	16%	18
- c1ccc2[nH]c(CSc3nnc(-c4ccncc4)o3)nc2c1
→ 1	-5	1.8µM*	-2%	-2%	3%	0.6%	-1%	-7	-17%	12
- COc1ccc(NC(=O)C(c2ccccc2)N(C)C(=O)c2cnccn2)cc1 (stereo not given)
→ 0	-10	-4%	3%	2%	1%	-0.5%	7%	0	12%	-3
- O=C(CCN1C(=O)[C@@H]2Cc3ccccc3CN2C1=O)NCc1ccccc1Cl
→ -13	-7	x	3%	3%	6%	0.1%	-10%	x	-25%	10
- Cc1cc(C)nc(/N=C(\N)Nc2ccc([N+](=O)[O-])cc2)n1
→ -4	1	4%	-14%	5%	1%	-1.1%	5%	-6	-10%	-4
- C=CCOC(=O)C1=C[C@H](c2coc3ccccc3c2=O)[C@@H](CCCO)[C@H](OCC)O1
→ -9	-7	1%	10%	4%	-2%	0.1%	-5%	1	u	5
- CN(Cc1ccccc1)C(=O)COC(=O)c1ccc[nH]c1=O
→ 34[activator]	5	x	-6%	2%	x	-0.4%	-5%	x	-1%	10
- COC(=O)C1=C(C)N(c2ccc(C)cc2)/C(=C/c2cccs2)C1=O
→ -2	-11	-4%	9%	3%	1%	0.3%	1%	5	12%	-16
- N#Cc1cnn2c(C(F)(F)F)c3c(nc12)CCCC3
→ -8	-8	-1%	2%	-6%	0%	0.1%	-9%	3	-18%	11
- COc1ccc(-n2c(C)cc(C(=O)CN3C(=O)C(=O)N(Cc4ccccc4)C3=O)c2C)cc1
→ -14	0	-1%	-3%	-12%	-1%	-0.2%	u	2	-5%	-9
- CCn1c(SCC(=O)NCc2ccc3c(c2)OCO3)nnc1-c1ccco1
→ 20	-3	x	14%	1%	-2%	-0.2%	0%	1	-4%	1
- N=c1n(CCN2CCCC2)c2ccccc2n1CC(O)c1ccco1 (stereo not given)
→ -13	22	1%	0%	-5%	-2%	-0.3%	2%	-1	-14%	-18
- C=CC[C@@H](CC(=O)NCCO)C(=O)N[C@@H](COC(=O)[C@@H](CC=C)Cc1ccc(F)cc1)Cc1c[nH]c2ccccc12
→ -22	x	x	-16%	2%	x	0.3%	-1%	x	-1%	-16
- O=C(Nc1cccc(C(=O)O)c1)/C(=C\C=C\c1ccccc1)NC(=O)c1ccccc1
→ -3	4	-1%	6%	1%	-1%	0.1%	4%	5	-1%	-2
- COc1cc(C(=O)Nc2c(-c3ccccn3)c(=O)c3ccccc3n2C)cc(OC)c1OC
→ x	x	26%	6%	1%	0%	0.1%	x	-1	u	x
- COc1ccc(/C=N/NC(=O)CNC(=O)/C=C/c2ccccc2OC)cc1
→ -9	5	x	-11%	-2%	1%	-0.7%	0%	8	-12%	13
- COCCn1c(SC)nnc1-c1c[nH]c2ccccc12
→ -16	3	-9%	9%	-1%	2%	-0.1%	-4%	2	14%	-10
- CCOC(=O)c1cc2c(ccn2C)n1CC(=O)N(Cc1ccccc1)c1ccc(F)cc1
→ -6	4	2%	-22%	-1%	-3%	-0.2%	3%	0	7%	9
- CCCn1nnnc1SCC(=O)N1CCCC1
→ 8	-11	4%	-7%	2%	3%	0.0%	2%	-2	3%	11
- CCc1cccc(NC(=O)CN(C)S(=O)(=O)c2cccc3cccnc23)c1
→ -9	2	0%	-20%	4%	0%	-0.8%	1%	1	u	10
- CC(=O)OC(C(=O)NC1CCCCC1)c1ccc(C#N)cc1 (stereo not given)
→ 58[activator]	-5	-1%	0%	4%	4%	-0.4%	-4%	3	4%	6

Compound activity deposited in PubChem BioAssay by National Center for Advancing Translational Sciences (NCATS).
